# Assay outcomes (PubChem)
# PRC2 inh: blocks human EZH2/PRC2 H3K27 methylation; hit rate 0.35% among 57,000; Q15910; DELFIA TRF, 1 h; inhibition, % at 12.5 µM; AID 651548;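 active means mean inhibition of replicates at least 50% and every single replicate also reaching 50%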;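 further: dimethyl H3K27 on biotinylated H3 21-44 peptide detected by antibody; plate controls were median neutral control wells for no effect and median positive control wells for full effect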
# Target sequence (Q15910 whole entry, looked up): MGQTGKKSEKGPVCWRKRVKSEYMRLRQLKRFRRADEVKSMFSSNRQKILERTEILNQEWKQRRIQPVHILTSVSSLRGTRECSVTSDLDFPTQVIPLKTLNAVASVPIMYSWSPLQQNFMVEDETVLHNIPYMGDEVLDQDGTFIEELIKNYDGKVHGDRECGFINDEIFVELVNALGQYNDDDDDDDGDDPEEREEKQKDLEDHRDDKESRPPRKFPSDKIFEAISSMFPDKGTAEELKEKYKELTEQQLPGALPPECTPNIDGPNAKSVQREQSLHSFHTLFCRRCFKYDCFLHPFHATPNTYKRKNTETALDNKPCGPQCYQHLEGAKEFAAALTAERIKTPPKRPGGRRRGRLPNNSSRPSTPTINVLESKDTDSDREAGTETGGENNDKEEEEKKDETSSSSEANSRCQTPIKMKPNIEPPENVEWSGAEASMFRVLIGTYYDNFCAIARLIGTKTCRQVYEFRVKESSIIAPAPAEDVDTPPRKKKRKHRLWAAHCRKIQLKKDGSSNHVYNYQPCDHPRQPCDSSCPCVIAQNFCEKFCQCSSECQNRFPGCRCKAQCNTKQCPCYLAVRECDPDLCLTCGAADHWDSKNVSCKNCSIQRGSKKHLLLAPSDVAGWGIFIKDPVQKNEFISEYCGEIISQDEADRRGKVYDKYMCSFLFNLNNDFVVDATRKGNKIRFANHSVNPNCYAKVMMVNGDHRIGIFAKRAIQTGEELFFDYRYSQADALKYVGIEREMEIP
# IDH1 R132H inh: inhibitors of human IDH1 R132H | O75874 | IDH1 R132H reductase, diaphorase/resazurin fluorescence, 60 min | inhibition, % at 10 µM | hit rate 0.18% among 70,000; in the data active means inhibition above about 34%;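 further: 0% = DMSO and 100% = no enzyme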
# Starred values were filed as active, the others as inactive; . = no result given.
# Order of results: PRC2 inh | IDH1 R132H inh
C[C@@H]1CCCCO[C@@H](CN(C)Cc2ccc(C(=O)O)cc2)[C@@H](C)CN([C@@H](C)CO)C(=O)c2cc(NC(=O)c3ccncc3)ccc2O1
  . | 3.8
O=C(CCN1CCCCC1)NCC[C@H]1CC[C@H](NC(=O)Nc2ccc(Cl)cc2)[C@H](CO)O1
  -13 | 0.0
C[C@@H]1CN([C@@H](C)CO)C(=O)c2cccc(NC(=O)c3nc4ccccc4s3)c2O[C@@H]1CN(C)Cc1ccc(C(F)(F)F)cc1
  . | 0.9
CC(=O)N(C)C[C@H]1Oc2cc(C#CCC(C)C)ccc2S(=O)(=O)N([C@H](C)CO)C[C@H]1C
  -13 | 0.0
CCCC#Cc1ccc2c(c1)O[C@H](CN(C)C(=O)c1cnccn1)[C@@H](C)CN([C@H](C)CO)S2(=O)=O
  . | 0.1
CCCNC(=O)C[C@@H]1C[C@@H]2c3cc(NC(=O)NC4CCCC4)ccc3O[C@@H]2[C@H](CO)O1
  8 | 0.1
C[C@H](CO)N1C[C@H](C)[C@@H](CN(C)Cc2cncnc2)Oc2ncc(/C=C/c3ccccc3)cc2C1=O
  . | 79*
CCC(=O)c1ccc(OCC(O)Cn2nc(C)cc2C)cc1 (centres undefined)
  4 | 0.4
O=C(C[C@@H]1C[C@H]2c3cc(NC(=O)Cc4ccncc4)ccc3O[C@H]2[C@@H](CO)O1)NCc1cccnc1
  -4 | -0.4
CN(C)CCCN1C(=O)C(=O)C(C(=O)c2cccs2)C1c1ccc(Cl)c(Cl)c1 (centres undefined)
  22 | 1.8
O=C(CCCCCC(=O)NN=C1CCCC1)NO
  -11 | -0.3
O=C(NCCCN1CCOCC1)c1cccc([N+](=O)[O-])c1
  3 | -0.7
COc1ccc(NC(=O)Nc2ccc3c(c2)C(=O)N([C@H](C)CO)C[C@@H](C)[C@@H](CN(C)C)OCCCC[C@@H](C)O3)cc1
  14 | 1.6
C[C@@H]1CN([C@@H](C)CO)C(=O)c2cccc(NS(C)(=O)=O)c2O[C@H]1CN(C)Cc1ccc2c(c1)OCO2
  -13 | 0.3
CC(C)CC#Cc1cnc2c(c1)C(=O)N([C@@H](C)CO)C[C@H](C)[C@@H](CN(C)C(=O)c1cccnc1)O2
  1 | 0.1

# A draw from above in order of molar mass, ascending.
# Order of results: PRC2 inh | IDH1 R132H inh
CCC(=O)c1ccc(OCC(O)Cn2nc(C)cc2C)cc1 (centres undefined)
  4 | 0.4
CC(=O)N(C)C[C@H]1Oc2cc(C#CCC(C)C)ccc2S(=O)(=O)N([C@H](C)CO)C[C@H]1C
  -13 | 0.0
O=C(CCN1CCCCC1)NCC[C@H]1CC[C@H](NC(=O)Nc2ccc(Cl)cc2)[C@H](CO)O1
  -13 | 0.0

# (more compounds)
# Order of results: PRC2 inh | IDH1 R132H inh
CO[C@@H]1CN(C)C(=O)c2ccc(NC(=O)NC(C)C)cc2OC[C@H](C)N(C(=O)CN(C)C)C[C@@H]1C
  -4 | 0.4
COc1ccc(S(=O)(=O)N(C)C[C@H]2Oc3c(NC(=O)C4CCOCC4)cccc3C(=O)N([C@H](C)CO)C[C@@H]2C)cc1
  . | 2.0
CO[C@@H]1CN(C)C(=O)c2cc(NC(=O)C3CC3)ccc2OC[C@@H](C)N(Cc2cccc(F)c2)C[C@@H]1C
  -6 | 0.2
COc1ccc(NC(=O)c2ccco2)cc1NC(=O)C(C)(C)Oc1ccc(Cl)cc1
  4 | 0.0
O=C(O)CCCCCCC(=O)NN=C1CCCCCCC1
  7 | -0.1
Cc1ccccc1NC(=O)COc1ccc(N2CC(C(N)=O)CC2=O)cc1 (centres undefined)
  -7 | -0.1
Cc1ccc(-c2ccc3c(c2)O[C@H](CN(C)Cc2ccncc2)[C@H](C)CN([C@H](C)CO)S3(=O)=O)cc1
  -2 | 52*
CCCC(=O)Nc1ccc2c(c1)C(=O)N(C)C[C@H](OC)[C@@H](C)CN(C(=O)c1ccncc1)[C@@H](C)CO2
  -3 | 0.1
C[C@H](CO)N1C[C@H](C)[C@@H](CN(C)C)Oc2cc(C#Cc3ccccc3F)ccc2S1(=O)=O
  5 | 0.3
Cc1ccc(S(=O)(=O)N[C@H]2C=C[C@H](CC(=O)NCCc3ccncc3)O[C@@H]2CO)cc1
  2 | 0.1
COC(=O)CCCCCCC(=O)N/N=C/[C@H](O)[C@@H](O)[C@H](O)[C@H](O)CO[C@H]1O[C@H](CO)[C@H](O)[C@H](O)[C@H]1O
  -8 | 0.0
C[C@H](CO)N1C[C@H](C)[C@@H](CN(C)S(C)(=O)=O)OCc2cnnn2CCCC1=O
  5 | .
C[C@@H]1CN([C@H](C)CO)S(=O)(=O)c2ccc(C3=CCCC3)cc2O[C@H]1CN(C)CC1CCCC1
  -6 | -0.7
O=C(O)C[C@H]1C=C[C@H](NC(=O)c2ccccc2F)[C@H](CO)O1
  -3 | 0.1
COc1ccc(NC(=O)N[C@@H]2CC[C@@H](CCn3cc(-c4ccccc4)nn3)O[C@@H]2CO)cc1
  3 | 0.0
COc1ccc(S(=O)(=O)Nc2cccc3c2O[C@H](CN(C)Cc2ccncc2)[C@@H](C)CN([C@H](C)CO)C3=O)cc1
  . | 4.1
C[C@H]1CN([C@@H](C)CO)S(=O)(=O)c2ccc(C#CCN(C)C)cc2O[C@@H]1CN(C)C(=O)Nc1ccccc1F
  . | 2.2
CCCC(=O)Nc1ccc2c(c1)C(=O)N(C)C[C@H](OC)[C@@H](C)CN(Cc1ccc(F)cc1)[C@@H](C)CO2
  -6 | -0.2
COCc1cn(CC[C@@H]2CC[C@H](NC(=O)Nc3c(C)noc3C)[C@H](CO)O2)nn1
  2 | 0.0
CC(=O)c1cccc(NC(=O)CN(C2CCCCC2)S(=O)(=O)c2ccc(Br)cc2)c1
  30 | -0.3
C[C@@H]1CN([C@@H](C)CO)C(=O)c2cc(-c3cncnc3)cnc2O[C@H]1CN(C)Cc1ccc(Oc2ccccc2)cc1
  -12 | .
CCCC#Cc1ccc2c(c1)O[C@@H](CN(C)C(=O)COC)[C@H](C)CN([C@H](C)CO)S2(=O)=O
  -18 | 0.2
CCC(=O)Nc1ccc2c(c1)OC[C@@H](C)N(C(=O)c1ccncc1)C[C@@H](C)[C@H](OC)CN(C)C2=O
  1 | 0.2
CO[C@H]1CN(C)C(=O)c2cc(NC(C)=O)ccc2OC[C@H](C)N(C(=O)c2cnccn2)C[C@H]1C
  8 | -0.1
CO[C@H]1CN(C)C(=O)c2cc(NC(=O)C3CCCC3)ccc2OC[C@H](C)N(C(C)=O)C[C@H]1C
  8 | .
C[C@@H]1CN([C@@H](C)CO)S(=O)(=O)c2ccc(C#Cc3ccccc3F)cc2O[C@H]1CN(C)C(=O)Cc1ccncc1
  -20 | 5.3
CNC[C@H]1Oc2ccc(NC(=O)Cc3cn(C)c4ccccc34)cc2CC(=O)N([C@H](C)CO)C[C@@H]1C
  8 | -15
CO[C@H]1CN(C)C(=O)c2cccc(C#N)c2OC[C@H]2O[C@H](CC[C@H]2OC)CCN(C)C(=O)[C@@H]1C
  -4 | 0.3
CNC[C@@H]1Oc2ccc(NC(=O)Cc3cn(C)c4ccccc34)cc2CC(=O)N([C@H](C)CO)C[C@H]1C
  1 | -19
Cc1ccc(S(=O)(=O)N(C)C[C@H]2Oc3ccc(NC(=O)CCN4CCOCC4)cc3CC(=O)N([C@H](C)CO)C[C@H]2C)cc1
  -27 | 2.2
COc1ccc(-c2nnc(SCCC(=O)O)n2C)cc1OC
  -18 | 0.5
CCc1ccc(CCC(=O)Nc2cc(C(F)(F)F)ccc2Cl)o1
  20 | -0.2
C[C@H](CO)N1C[C@H](C)[C@H](CN(C)S(=O)(=O)c2ccccc2)Oc2ccc(NC(=O)Cc3ccccc3)cc2C1=O
  -2 | .
COCc1cn(CC[C@H]2CC[C@@H](NC(=O)CCN3CCCCC3)[C@H](CO)O2)nn1
  10 | 0.2
C[C@@H]1CCCCO[C@@H](CN(C)C(=O)CCC(F)(F)F)[C@H](C)CN([C@H](C)CO)C(=O)c2cc(NC(=O)c3ccccc3)ccc2O1
  . | 1.7
C[C@H]1CN([C@@H](C)CO)C(=O)CCCn2nncc2CO[C@@H]1CN(C)C(=O)Nc1ccccc1C(F)(F)F
  . | 1.3
C[C@@H]1CCCCO[C@H](CN(C)CC2CC2)[C@@H](C)CN([C@@H](C)CO)C(=O)c2cc(NS(=O)(=O)c3ccc(F)cc3)ccc2O1
  . | 3.5
C[C@H](CO)N1C[C@H](C)[C@@H](CN(C)C(=O)Nc2ccc3c(c2)OCO3)Oc2ncc(C#CC3(O)CCCC3)cc2C1=O
  6 | 0.6
CC(C)C#Cc1ccc2c(c1)O[C@@H](CN(C)C(=O)C1CCC1)[C@H](C)CN([C@@H](C)CO)S2(=O)=O
  10 | 7.4
COC(=O)C[C@@H]1CC[C@H](NC(=O)Nc2ccc(C(F)(F)F)cc2)[C@@H](CO)O1
  -3 | -0.4
CCOC(=O)N(C)C[C@@H]1OCc2cn(nn2)CCCC(=O)N([C@H](C)CO)C[C@@H]1C
  3 | 0.7
C[C@H](CO)N1C[C@H](C)[C@@H](CN(C)S(=O)(=O)c2ccc(F)cc2)Oc2ccc(NC(=O)C3CC3)cc2C1=O
  -2 | 0.6
COc1ccc(S(=O)(=O)Nc2ccc3c(c2)C(=O)N([C@@H](C)CO)C[C@H](C)[C@@H](CN(C)C(=O)c2ccncc2)OCCCC[C@H](C)O3)cc1
  . | -2.9
C[C@H](CO)N1C[C@H](C)[C@@H](CN(C)Cc2ccc3c(c2)OCO3)Oc2ccc(NC(=O)Nc3ccc(C(F)(F)F)cc3)cc2C1=O
  . | 2.4
C[C@@H]1CN([C@H](C)CO)C(=O)Cc2cc(NC(=O)CCCCCC(=O)Nc3ccccc3N)ccc2O[C@@H]1CN(C)S(C)(=O)=O
  -6 | -0.5
O=C(NCCCN1CCCC1=O)c1cc2ccccc2oc1=O
  -8 | 0.1
C/C=C/c1ccc2c(c1)O[C@@H](CN(C)Cc1ccccc1)[C@@H](C)CN([C@H](C)CO)S2(=O)=O
  . | -0.5
Cc1ccc(-c2noc(CCC(=O)NC(C)(C)C)n2)cc1
  5 | 0.4
CC(C)NC(=O)Nc1ccc2c(c1)C(=O)N([C@@H](C)CO)C[C@H](C)[C@H](CN(C)Cc1ccncc1)O2
  . | 2.1
COc1ccccc1-c1ccc2c(c1)O[C@H](CN(C)C(=O)c1cccnc1)[C@H](C)CN([C@@H](C)CO)S2(=O)=O
  0 | -1.1
C[C@H]1CN([C@@H](C)CO)C(=O)Cc2cc(NC(=O)CCN3CCOCC3)ccc2O[C@@H]1CN(C)C(=O)NC1CCCCC1
  8 | 1.4
O=C(N[C@@H]1CC[C@@H](CCNS(=O)(=O)c2ccc(Cl)cc2)O[C@@H]1CO)c1cccc(F)c1
  14 | 0.3
COc1ccccc1S(=O)(=O)N[C@H]1CC[C@@H](CC(=O)N2CCN(C)CC2)O[C@@H]1CO
  -5 | -0.1
C=C1C(=O)O[C@@H]2C[C@H](C)C3C[C@H](O)[C@H](O)[C@@]3(C)C[C@H]12 (some centres undefined)
  -19 | -0.2
COC(=O)c1c(-c2ccc(Br)cc2)csc1NC(=O)C1CCCCC1C(=O)O (centres undefined)
  25 | -0.1
C[C@H](CO)N1C[C@H](C)[C@H](CN(C)S(C)(=O)=O)Oc2cc(C#CC3CCCC3)ccc2S1(=O)=O
  -17 | .
CC1(C)Cc2nc3sc4c(SCC(=O)NCc5ccccc5)ncnc4c3cc2CO1
  -4 | 0.4
CO[C@@H]1CC[C@H]2CCN(C)C(=O)[C@H](C)[C@H](OC)CN(C)C(=O)c3cccc(C#N)c3OC[C@H]1O2
  -3 | 0.1
C[C@@H]1CN([C@@H](C)CO)C(=O)c2cc(C3=CCCCC3)cnc2O[C@@H]1CN(C)C(=O)c1ccc(F)cc1
  -11 | 0.3
C[C@@H]1CN([C@H](C)CO)S(=O)(=O)c2ccc(C#Cc3ccccn3)cc2O[C@H]1CN(C)C
  6 | -4.7

# Further records
# Order of results: PRC2 inh | IDH1 R132H inh
O=C(CCN1CCCCC1)N[C@@H]1CC[C@H](CCn2cc(-c3ccccc3)nn2)O[C@H]1CO
  -8 | 0.0
COc1ccc(-c2cc(C(=O)N3CCCC3C(=O)O)c(C)o2)cc1OC (centres undefined)
  11 | 0.2
COC(=O)C(CC#Cc1ccc2c(c1)[C@]1(C(=O)N2)[C@H](c2ccc(OCCO)cc2)N2[C@H](c3ccccc3)[C@H](c3ccccc3)OC(=O)[C@H]2[C@@H]1C(N)=O)C(=O)OC
  -24 | .
CC(C)NC(=O)N(C)C[C@@H]1Oc2ccc(NC(=O)CCCN(C)C)cc2CC(=O)N([C@@H](C)CO)C[C@H]1C
  1 | 3.0
CCCN(C)C[C@H]1OCCCC[C@@H](C)Oc2ccc(NC(=O)Nc3ccc4c(c3)OCO4)cc2C(=O)N([C@H](C)CO)C[C@@H]1C
  -18 | .
COc1ccccc1NC(=O)c1ccc(OC(C)C(=O)O)cc1 (centres undefined)
  -9 | -0.3
CC(C)NC(=O)N[C@@H]1CC[C@@H](CCNS(=O)(=O)Cc2ccccc2)O[C@@H]1CO
  5 | -0.4
O=C(CSc1nccc(=O)[nH]1)Nc1cccc(F)c1
  0 | 2.4

# Quoted at random: five compounds from above, in no set order.
# Order of results: PRC2 inh | IDH1 R132H inh
O=C(CSc1nccc(=O)[nH]1)Nc1cccc(F)c1
  0 | 2.4
COC(=O)C(CC#Cc1ccc2c(c1)[C@]1(C(=O)N2)[C@H](c2ccc(OCCO)cc2)N2[C@H](c3ccccc3)[C@H](c3ccccc3)OC(=O)[C@H]2[C@@H]1C(N)=O)C(=O)OC
  -24 | .
CCCN(C)C[C@H]1OCCCC[C@@H](C)Oc2ccc(NC(=O)Nc3ccc4c(c3)OCO4)cc2C(=O)N([C@H](C)CO)C[C@@H]1C
  -18 | .
COc1ccccc1NC(=O)c1ccc(OC(C)C(=O)O)cc1 (centres undefined)
  -9 | -0.3
CC(C)NC(=O)N[C@@H]1CC[C@@H](CCNS(=O)(=O)Cc2ccccc2)O[C@@H]1CO
  5 | -0.4

# The list is partial (hit frequency here may not be typical).
